High-throughput results from PubChem BioAssay.
14-3-3 PPI: modulators of human 14-3-3 gamma - Raf peptide interaction; P61981; FP, 14-3-3gamma / TMR-pS259-Raf peptide binding; inhibition, % at 40 µM; 160,000 tested, 0.19% active; AID 422; in the data active means inhibition above about 30%;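 further: 0% = protein plus tracer without compound and 100% = blank with tracer alone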
Target sequence (P61981 whole entry, looked up): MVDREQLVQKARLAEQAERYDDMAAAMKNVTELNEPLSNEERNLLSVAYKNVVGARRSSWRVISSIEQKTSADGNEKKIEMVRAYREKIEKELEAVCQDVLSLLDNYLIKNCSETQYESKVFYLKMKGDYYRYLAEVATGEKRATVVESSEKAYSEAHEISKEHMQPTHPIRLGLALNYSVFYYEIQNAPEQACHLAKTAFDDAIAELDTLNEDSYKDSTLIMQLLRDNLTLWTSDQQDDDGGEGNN
Active calls of the source: *; & = joins results of further samples. Only part of the results is shown; the hit share may differ from the screen's.

SMILES | 14-3-3 PPI
COc1ccccc1CNC(=O)CSCc1ccc(F)cc1 | -3
N#C/C(C(=O)c1ccccc1)=C1/CCCCCN1 | -1
CCOC(=O)Cc1nnn(CC(=O)OCC)n1 | -14
Cc1nc(-c2ccc(NS(=O)(=O)c3cccc([N+](=O)[O-])c3)cc2)cs1 | -19
CC(C)(C)C(=O)Nc1ncnc2oc(-c3ccccc3)c(-c3ccccc3)c12 | 0
CCCCOCCCNC(=O)C1CCCCC1 | -5
O=[N+]([O-])c1ccc(Sc2ccc([N+](=O)[O-])cc2C(F)(F)F)c(C(F)(F)F)c1 | 4
COc1ccc(C2Nc3c(OC)ccc(Cl)c3C3C=CCC32)cc1[N+](=O)[O-] (stereo unspecified) | -45
CCOC(=O)c1ccc(-n2c(=O)[nH]c3ccccc3c2=O)cc1 | 2
CC(=O)Nc1ccc(NS(=O)(=O)c2ccc(C)cc2)cc1 | -4
CCSc1sc(CC)cc1C1C(C(=O)Nc2ccccn2)=C(C)NC2=C1C(=O)CC(C)(C)C2 (stereo unspecified) | -9
CC(=O)Oc1ccc(NC(=O)C2CCCCC2)c(C(=O)O)c1 | 0
C=C(C)Cn1c(NCCC)nc2c1c(=O)[nH]c(=O)n2C | -3
CC(=O)NCCNC(=O)CCn1c(=O)[nH]c2ccsc2c1=O | -1
COc1ccc(C2C(C(=O)Nc3ccc(C(C)C)cc3)CC(=O)N2c2ccc(OC)cc2)cc1 (stereo unspecified) | 8
COc1cc(OC)c(OC)cc1CN1CCN(Cc2ccncc2)CC1 | -6
Cc1ccc(-n2ncc3c(=O)[nH]c(SCC(=O)N4CCC(Cc5ccccc5)CC4)nc32)cc1 | -16
COc1cc(NC(=O)C2c3ccccc3Oc3ccccc32)c(OC)cc1NC(=O)c1ccccc1 | -51
O=C(CSc1nccn1-c1cccc(Cl)c1)Nc1nccs1 | -7
COc1ccc(OC)c(NC(=O)CSc2nc3c([nH]c4ccccc43)c(=O)n2C)c1 | -9
Cc1cc2c(c(=O)n1CC1CCCO1)C(c1ccco1)C(C#N)=C(N)O2 (stereo unspecified) | 3
CCOc1ccccc1NC(=O)C1=C(C)NC(=O)NC1c1ccc([N+](=O)[O-])cc1 (stereo unspecified) | -3
Cc1ccc(CNC(=O)c2ccc(Cn3c(=S)[nH]c4ccsc4c3=O)cc2)cc1 | -11
CCC(=O)NC(c1ccc(OC)c(OC)c1)c1cc([N+](=O)[O-])c2cccnc2c1O (stereo unspecified) | -2
COCCn1c(SCC(=O)OC)nnc1-c1c[nH]c2ccccc12 | -2
CC(C(=O)N1CCc2ccccc21)N1CCc2ccccc2C1 (stereo unspecified) | 4
CC(=O)N1C2C=CC(C2)C1(C(F)(F)F)C(F)(F)F (stereo unspecified) | 17
Fc1ccc(-c2cn3cccnc3n2)cc1 | -2
C=CCOc1cc(Oc2ccccc2)nc(-c2ccccc2)c1C#N | -11
Cc1ccc(-c2nc3cccnc3o2)cc1NC(=O)COc1ccc2ccccc2c1 | -42
O=C(NCCN1CCOCC1)c1ccc(Cl)c([N+](=O)[O-])c1 | -3
CN(C(=O)C1CCOC1)c1nnc(-c2ccncc2)s1 (stereo unspecified) | -6
NC(=O)c1cc[n+](CC2=C(C(=O)O)N3C(=O)[C@@H](NC(=O)[C@@H](c4ccccc4)S(=O)(=O)[O-])[C@H]3SC2)cc1 | 2
N#Cc1cn(CC(=O)NCC2CCCO2)c2ccccc12 (stereo unspecified) | 0
Cc1cc2cc(CNC(=O)c3cc4ccccc4o3)ccc2n1C | -45
Cc1ccccc1OCCn1cc(C(=S)N2CCC(C)CC2)c2ccccc21 | -5
O=C(CSc1nnc(CNC(=O)c2ccco2)o1)Nc1nc2ccccc2s1 | -13
Cc1ccc(C(=O)CCNc2ccccc2)o1 | -12
COc1cc(C2N(c3ccc(Cl)c(Cl)c3)C(=O)C3CCCN32)cc(OC)c1OC (stereo unspecified) | -7
COc1cccc(C(=O)N2c3cc(C)ccc3C(C)(c3ccccc3)CC2(C)C)c1 (stereo unspecified) | 3
Cc1nn(-c2ccccc2)c(CC(C)(C)C(=O)O)c1C(=O)O | -10
COc1cc2c(C(=O)N3CCCc4ccccc43)cn(C)c(=O)c2cc1OC | 0
O=c1c2cc(Cl)ccc2[nH]c(=S)n1CCN1CCOCC1 | -17
O=C1CSc2ccc(C(=O)NC3CCCC3)cc2N1 | 4
O=C(CN1CCN(Cc2cccc(Cl)c2)C1=O)NC1CCCCCCC1 | 0
CCOC(=O)c1c(NC(=O)CCC(=O)NCc2ccco2)sc2c1CCCC2 | -8
COc1ccc(S(=O)(=O)N(CC(=O)NCc2ccco2)C2CCCCC2)cc1OC | -4
CCOC(=O)Cn1c(=O)oc2cc(S(=O)(=O)Nc3c(C)cc(C)cc3C)ccc21 | -4
O=C(CCN1CCN(CCC(=O)c2ccccc2)CC1)c1ccccc1 | -2&-11
COc1ccc(N(Cc2cc3ccc(C)cc3[nH]c2=O)C(=O)c2ccco2)cc1 | -14
C=CCN1C(=O)C2C(C(=O)Nc3cccc(SC)c3)C3C=CC2(O3)C1C(=O)NC1CCCC(C)C1C (stereo unspecified) | -10
CCCn1cnc2sc(C(=O)Nc3ccccc3C(=O)OC)c(C)c2c1=O | 0
CC1CCc2ccccc2N1C(=N)N(C)C (stereo unspecified) | -3
Cc1nc2cc(-c3ccc(F)cc3)nn2c(N2CCOCC2)c1C | -4
CCn1c2ccccc2c2cc(NC(=O)c3ccc4c(c3)OCO4)ccc21 | -5
CCC(C)NC(=O)COc1ccc2c(c1)C(=O)CC(C)(C)O2 (stereo unspecified) | 4
CC(C)(C)C(=O)CSc1nc2ccccc2c(=O)n1Cc1cccs1 | -5
CN(C)S(=O)(=O)Nc1ccccc1C(N)=O | -6
CCC(C)NC(=O)CN1C(=O)c2ccccc2S1(=O)=O (stereo unspecified) | 7
Cc1ccc(Nc2nc(N)nc(CSc3nnnn3-c3ccccc3)n2)cc1 | -6
(next part)
SMILES | 14-3-3 PPI
CC(C)OC(=S)SCC(=O)c1ccc(Br)cc1 | 11
Cn1c(=O)c2c(nc(Sc3n[nH]c(N)n3)n2Cc2ccccc2Cl)n(C)c1=O | -5
CC(C)(C)NC(=O)CC(CC(=O)O)c1ccccc1 (stereo unspecified) | 3
CC(=O)N1c2c(cc(Br)cc2S(=O)(=O)Nc2ccc3c(c2)OCCO3)CC1C (stereo unspecified) | -13
Nc1c(C(=O)NCCc2ccccc2)nnn1-c1cccc(C(F)(F)F)c1 | -1
COc1ccc(C)cc1NC(=O)c1oc2ccc(S(=O)(=O)N(C)C3CCCCC3)cc2c1C | -11
C=CCSC1=C(C#N)C(c2ccccc2Cl)CC(=O)N1 (stereo unspecified) | 1
O=C(NCc1csc(-c2ccccc2)n1)c1ccco1 | 1
O=C(NCC1c2ccccc2CCN1S(=O)(=O)CBr)C1CCCCC1 (stereo unspecified) | -12
COc1cccc(C2/C(=C(\O)c3ccccc3)C(=O)C(=O)N2c2cccc(Cl)c2)c1 (stereo unspecified) | -11
COc1ccc(CCN2C(=O)CC(C(=O)Nc3cccc(Cl)c3)SC2=Nc2ccc(OC)cc2)cc1 (stereo unspecified) | -2
CN(C)CCNC(=O)CN1C(=O)COc2ccc(C(C)(C)C)cc21 | -5
COCCn1c(N)c(C(=O)Nc2sc3c(c2C(=O)OC)CCCC3)c2nc3ccccc3nc21 | 2
Nc1cccc(-c2cc(C(=O)O)c3cc(Br)ccc3n2)c1 | -16
Cc1noc(C)c1CSc1nnc(-c2ccncc2)n1-c1cccc(Cl)c1C | -5
O=C(CSc1n[nH]c(-c2ccccc2)n1)Nc1ccc(Br)cn1 | -13
Cc1cc(=O)n2nc(N3CCCC(C(=O)NCCC4=CCCCC4)C3)sc2n1 (stereo unspecified) | -9
O=C(Nc1nc2ccccc2s1)c1ccc(N2C(=O)c3ccccc3C2=O)cc1 | -162
Cn1ncc(C#N)c1/N=C/N(Cc1ccccc1)Cc1ccccc1 | -3
O=C(Cn1cc(C(=O)C(F)(F)F)c2ccccc21)NC1CCCCCC1 | -2
Cc1c(C(=O)O)oc2c1ccc1ccccc12 | -6
O=C1C2CC=CCC2C(=O)N1c1ccc(NCCc2cccc(F)c2)c([N+](=O)[O-])c1 (stereo unspecified) | 8
CCC(C)c1ccc(NC(=O)CN2CCCN(S(=O)(=O)c3ccc(Br)s3)CC2)cc1 (stereo unspecified) | -6
O=C(Nc1ccccc1)N1C(=O)C2(OCCO2)c2ccccc21 | -2
COc1cccc(CNC(=O)CCS(=O)(=O)Cc2ccccc2C)c1 | -7
O=C(Nc1nnc(C2CC2)s1)c1cccc(S(=O)(=O)N2CCc3ccccc32)c1 | -7
O=C(NC1CCCC1)C1CCC(CNS(=O)(=O)c2cccs2)CC1 (stereo unspecified) | 4
CCC(=O)Nc1ncc(S(=O)(=O)c2ccc([N+](=O)[O-])cc2)s1 | -4
Cc1cc(NC(=O)CCC2CCCCC2)no1 | -3
CC(=O)C1=C(C)NC(=O)NC1c1ccccc1 (stereo unspecified) | -11
CCOc1ccc(N(CC(=O)NCc2ccco2)S(=O)(=O)c2ccc(OC)c(OC)c2)cc1 | -9
COc1ccc(Cl)cc1CSc1n[nH]c(C)n1 | 6
c1ccc(-c2nn3c(-c4ccncc4)nnc3s2)nc1 | 2
COC(=O)c1cccc2c1NC(c1ccc(C(=O)O)cc1)C1CC=CC21 (stereo unspecified) | -56
COc1cc2c(cc1OC)C(C(=O)Nc1ccc(C)cc1Br)C(c1ccc(SC)cc1)N(C)C2=O (stereo unspecified) | -6
CCCCNc1ncnc2c1[nH]c1ccc(OC)cc12 | -30
COc1ccc(OC)c(NC(=O)c2cc3cc4ccc(Cl)cc4nc3o2)c1 | -9
NC(=O)C1CCN(CCC(=O)Nc2ccc(Br)cc2)CC1 | 4
CCOc1ccccc1NC(=O)C1CCCN(S(=O)(=O)c2cccc3cccnc23)C1 (stereo unspecified) | -3
COC(=O)CCc1c(C)c(C(=O)c2ccco2)c2ccccn12 | -1
CCCCOc1ccc(-c2cc(C(=O)N3N=C(C)CC3(O)C(F)F)c3ccccc3n2)cc1 (stereo unspecified) | 3
O=C(CN1C(=O)c2ccccc2S1(=O)=O)N1CCN(c2cccc(Cl)c2)CC1 | 6
CCOc1ccccc1NC(=O)c1c(NC(=O)c2ccncc2)sc2c1CCC(C(C)(C)C)C2 (stereo unspecified) | -44
O=C(NCCSc1c(-c2ccccc2)[nH]c2ccccc12)c1ccc(N2C(=O)CCC2=O)cc1 | -2
O=C(NCCc1ccccc1)c1ccc2c(=O)n(CCCN3CCCC3=O)c(=S)[nH]c2c1 | -9
O=C1C2C3C=CC(C4CC34)C2C(=O)N1c1ccc(Oc2ccccc2)cc1 (stereo unspecified) | -27
COc1cc(Cl)c(C)cc1NC(=O)Cn1ncc2c(=O)oc3ccccc3c21 | -7
COc1ccc(-n2nc3c(c2NC(=O)c2ccccc2Br)CSC3)cc1 | -11
CCOC(=O)N1CCN(C(=O)C(NS(=O)(=O)c2cccc3nsnc23)c2ccccc2)CC1 (stereo unspecified) | -8
CCN(CC)C(=O)CSc1nc(O)cc(=O)n1-c1ccccc1OC | 0
CCCn1c(=O)c2ccccc2n2c(SCC(=O)/C(C#N)=C(\C)N)nnc12 | -6
COc1ccc(CCNC(=O)c2sc(=S)n(C)c2N)cc1 | 3
CC(C)=CCCC(C)N1CC23C=CC(O2)C(C(=O)O)C3C1=O (stereo unspecified) | -3
Cc1c(C(=O)NCc2ccc3c(c2)OCO3)sc2nc(-c3ccccc3)cn12 | -4
Cc1c(N2C(=O)c3ccc(-c4nc5ccccc5c(=O)o4)cc3C2=O)cccc1[N+](=O)[O-] | -7
O=C(O)c1ccc(S(=O)(=O)c2ccc3c(c2)C(=O)N(c2cccc(C(F)(F)F)c2)C3=O)cc1 | -12
CC(=O)OC(C(=O)NCc1ccco1)c1cccnc1 (stereo unspecified) | 1
CC1(C)CC2CC(C)(CN2c2nc(-c3ccccc3)nc3ccccc23)C1 (stereo unspecified) | -20
